Rpn11 inh – Rpn11 (PSMD14) deubiquitinase inhibitors, primary screen, biochemical, fluorescence polarization, uHTS. 360,000 tested, 0.59% active. calls only at 20 µM. AID 588493, 2011. human 26S proteasome, Ub4-pepOG fluorescence polarization; 20S core pre-blocked with epoxomicin;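 active means inhibition at 20 µM, scaled to each plate's controls, above about 33%, limit read from the data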
MsrA act – bovine MsrA enzyme activators, primary screen, biochemical, absorbance, HTS; Methionine sulfoxide reductase A (Bos taurus); activation, % at 10.6 µM; 360,000 tested, 0.3% active; purified bovine MsrA, absorbance read-out; in the data active means activation above about 7.5%;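 further: 0% = vehicle and 100% = reference activator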
MT1-MMP act inh – blockers of MT1-MMP proenzyme processing, primary screen, HT1080 RFP-PRO-GFP cells, GFP/RFP fluorescence; AID 651647, 2012; GFP/RFP ratio change, % at 20 µM; Matrix metalloproteinase-14 (Homo sapiens), P50281; 360,000 tested, 0.061% active; GFP/RFP ratio fluorescence, overnight; percent of plate control window, DMSO zero;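 active means GFP/RFP ratio change of at least 30% with cell ATP level not reduced by more than half and red fluorescence within 50% of control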; further: strong numbers were not always called active
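Assay system: HT1080 cells carrying an RFP-PRO-GFP reporter | Dosing: Single dose of 20 µM compound, 1% DMSO final | Incubation: Cells overnight before dosing, compound overnight, 37 °C, 5% CO2 | Evaluation: GFP/RFP fluorescence ratio | Control set: DMSO and RFP-L50D-GFP cell wells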
Rin1-Abl PPI inh – inhibitors of Rin1-Abl protein binding, primary screen, biochemical, TR-FRET; inhibition, % at 7.35 µM; Tyrosine-protein kinase ABL1 (Homo sapiens) + Ras and Rab interactor 1 (Homo sapiens), …; AID 588664, 2011; 360,000 tested, 0.4% active; in the data active means inhibition above about 5%, passing the limit was not always enough
MsrA inh – bovine MsrA enzyme inhibitors, primary screen, biochemical, absorbance, HTS. 360,000 tested, 0.75% active. purified bovine MsrA, absorbance read-out. inhibition, % at 15.5 µM. AID 651718, 2012; in the data active means inhibition above about 4.5%;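 further: 0% = vehicle wells with enzyme and 100% = reference inhibitor wells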
FAS-TE inh – FAS thioesterase domain inhibitors, primary screen, biochemical, fluorescence intensity, uHTS. AID 602261, 2012. inhibition, % at 15 µM. Fatty acid synthase (Homo sapiens), P49327. 360,000 tested, 0.67% active. recombinant FAS-TE, OMFH fluorogenic substrate, fluorescence endpoint;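 active means compounds whose normalised, plate-corrected inhibition of enzyme fluorescence in the single-dose primary screen is 50% or more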;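 further: 0% = DMSO with enzyme and 100% = substrate without enzyme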
CSN inh – inhibitors of CSN-mediated cullin deneddylation, primary screen, biochemical, fluorescence polarization, uHTS | COP9 signalosome complex subunit 5 (Homo sapiens), Q92905 | Purified CSN, SCF-Nedd8-OG deneddylation | inhibition, % at 12.5 µM | 360,000 tested, 0.38% active | AID 651999, 2013;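 active means pattern-corrected inhibition above about 35%, with an unprinted fluorescence ratio check between 0.5 and 1.5, limit read from the data, passing the limit was not always enough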;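 further: 0% = enzyme with substrate and 100% = substrate without enzyme; some results filed as inactive read as strong as hits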
Target sequence (Q92905 whole entry, looked up, one chain of several): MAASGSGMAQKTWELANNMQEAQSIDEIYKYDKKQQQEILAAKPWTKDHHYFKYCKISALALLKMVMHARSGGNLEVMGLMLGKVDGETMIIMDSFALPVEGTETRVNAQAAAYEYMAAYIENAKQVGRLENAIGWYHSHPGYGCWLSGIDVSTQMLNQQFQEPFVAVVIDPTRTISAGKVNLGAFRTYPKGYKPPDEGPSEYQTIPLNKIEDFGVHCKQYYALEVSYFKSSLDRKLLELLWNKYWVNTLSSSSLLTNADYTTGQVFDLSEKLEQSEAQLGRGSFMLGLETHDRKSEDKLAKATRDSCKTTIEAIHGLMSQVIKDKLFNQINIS
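Test system: Human Csn5 produced in HEK293T cells | Compound: 12.5 µM single point | Times: 90 min, room temperature | Signal: Fluorescence polarization readout | Read-out basis: % inhibition of substrate cleavage by Csn5 | Controls: no-enzyme wells high, enzyme-with-substrate wells low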
E coli Lon inh – inhibitors of E. coli Lon protease, primary screen, biochemical, fluorescence polarization; purified E. coli Lon protease; inhibition, % at 7.94 µM; 360,000 tested, 0.42% active; AID 602123, 2011; in the data active means inhibition above about 13%, passing the limit was not always enough;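 further: 0% = enzyme with probe and DMSO and 100% = no enzyme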
PABP1 MLLE inh – inhibitors of PABP1 MLLE–PAM2 peptide binding, primary screen, biochemical, fluorescence polarization, FITC-PAM2, GST-MLLE; inhibition, % at 20 µM; 360,000 tested, 0.36% active; in the data active means inhibition above about 35%, passing the limit was not always enough;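 further: plate controls were DMSO wells with GST-MLLE for no effect and wells lacking GST-MLLE protein for full effect; some results filed as inactive read as strong as hits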
Target sequence (P11940 whole entry, looked up): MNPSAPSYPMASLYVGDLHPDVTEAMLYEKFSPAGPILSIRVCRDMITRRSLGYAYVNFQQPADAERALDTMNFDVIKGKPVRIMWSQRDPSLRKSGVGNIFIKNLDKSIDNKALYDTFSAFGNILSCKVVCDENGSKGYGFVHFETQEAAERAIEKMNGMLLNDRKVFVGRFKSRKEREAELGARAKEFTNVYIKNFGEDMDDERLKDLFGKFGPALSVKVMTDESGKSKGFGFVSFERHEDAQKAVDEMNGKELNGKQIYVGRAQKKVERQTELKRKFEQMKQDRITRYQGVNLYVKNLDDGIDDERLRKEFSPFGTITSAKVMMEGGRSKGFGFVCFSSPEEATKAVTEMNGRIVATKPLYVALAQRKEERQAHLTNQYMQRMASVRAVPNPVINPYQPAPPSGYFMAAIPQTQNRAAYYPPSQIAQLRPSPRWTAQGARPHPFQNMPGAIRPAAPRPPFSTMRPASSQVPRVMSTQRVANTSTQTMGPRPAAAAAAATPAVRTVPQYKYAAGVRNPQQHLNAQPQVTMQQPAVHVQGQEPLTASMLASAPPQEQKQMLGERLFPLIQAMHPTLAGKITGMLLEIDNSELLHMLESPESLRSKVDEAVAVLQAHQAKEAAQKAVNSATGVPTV
* = called active by the depositor; i = inactive; x = not tested or not shown; + = active, no number.

SMILES | Rpn11 inh | MsrA act | MT1-MMP act inh | Rin1-Abl PPI inh | MsrA inh | FAS-TE inh | CSN inh | E coli Lon inh | PABP1 MLLE inh
COc1ccc(C(=O)N/C(=C\c2cn(C)c3ccccc23)C(=O)N2CCN(C)CC2)cc1 | i | -3 | -1 | -1 | 3.9 | -2 | -1 | -9 | -12
COc1ccc(OC)c(Nc2nc(N)nc(CSc3nnc(N)s3)n2)c1 | i | -5 | 0 | 2 | x | -5 | -3 | -2 | 3
Cc1ccc(S(=O)(=O)N2CCOCC2)cc1NC(=O)c1cccc(S(=O)(=O)N2CCCC2)c1 | i | -1 | 1 | -1 | 1.5 | -3 | -2 | -6 | -1
O=C(/C=C\c1ccco1)c1ccc(NC(=O)c2ccco2)cc1 | i | -11 | -3 | 2 | 4.1 | 0 | 32 | -8 | -1
CN(CC(=O)Nc1ccc(F)cc1)C(=O)COC(=O)c1nc(Cl)ccc1Cl | i | -3 | 0 | 0 | 0.9 | -3 | 1 | -8 | -5
Cc1ccc(NC(=O)C2CCN(c3ncnc4sc(C)c(C)c34)CC2)cc1S(=O)(=O)N(C)C | i | -4 | -10 | 0 | 0.7 | 14 | -9 | -3 | -24
CC(C)CCN(C(=O)c1cn2ccccc2n1)c1c(N)n(Cc2ccccc2)c(=O)[nH]c1=O | i | -6 | -3 | -1 | 1.0 | -3 | 6 | 7 | -19
C=CCn1c(SCC(=O)Nc2nncs2)nnc1-c1ccco1 | i | 0 | 3 | 1 | -1.4 | -2 | -11 | 0 | 3
O=C(NC1CCS(=O)(=O)C1)c1ccc(S(=O)(=O)NCC2CCCO2)cc1 (stereo not given) | i | -6 | 9 | -3 | -0.4 | -4 | 3 | -9 | -2
Cn1c(N)c(C(=O)COC(=O)c2cc(C3CC3)nc3ccccc23)c(=O)n(Cc2ccccc2)c1=O | + | -2 | -13 | 3 | -0.6 | 21 | 2 | -28 | -25
CC(C)N(C(=O)[C@H]1C[C@H](CC(=O)NCc2cccc(C(F)(F)F)c2)C(=O)N2CCc3c([nH]c4cc(CCC(=O)N(C)C)ccc34)[C@]12C)C(C)C | i | 3 | -4 | -1 | 0.8 | 2 | -1 | 0 | -4
Cc1cc(NC(=O)/C=C\C(=O)O)c([N+](=O)[O-])cc1C | i | -3 | 1 | -6 | 1.9 | -2 | 0 | -4 | 2

The closing five records of the part before come first, to join the parts.
SMILES | Rpn11 inh | MsrA act | MT1-MMP act inh | Rin1-Abl PPI inh | MsrA inh | FAS-TE inh | CSN inh | E coli Lon inh | PABP1 MLLE inh
C=CCn1c(SCC(=O)Nc2nncs2)nnc1-c1ccco1 | i | 0 | 3 | 1 | -1.4 | -2 | -11 | 0 | 3
O=C(NC1CCS(=O)(=O)C1)c1ccc(S(=O)(=O)NCC2CCCO2)cc1 (stereo not given) | i | -6 | 9 | -3 | -0.4 | -4 | 3 | -9 | -2
Cn1c(N)c(C(=O)COC(=O)c2cc(C3CC3)nc3ccccc23)c(=O)n(Cc2ccccc2)c1=O | + | -2 | -13 | 3 | -0.6 | 21 | 2 | -28 | -25
CC(C)N(C(=O)[C@H]1C[C@H](CC(=O)NCc2cccc(C(F)(F)F)c2)C(=O)N2CCc3c([nH]c4cc(CCC(=O)N(C)C)ccc34)[C@]12C)C(C)C | i | 3 | -4 | -1 | 0.8 | 2 | -1 | 0 | -4
Cc1cc(NC(=O)/C=C\C(=O)O)c([N+](=O)[O-])cc1C | i | -3 | 1 | -6 | 1.9 | -2 | 0 | -4 | 2
Cc1cc(C(=O)N2CCOCC2)c(C)o1 | i | -3 | -1 | 2 | 1.2 | -3 | -3 | -6 | 0
O=C(CCCCn1c(=O)c2ccccc2n(CC(=O)Nc2cccc(F)c2)c1=O)NCc1ccco1 | i | -3 | -1 | 2 | -0.2 | 7 | -2 | 2 | 7
COc1ccc(N2CCN(C(=O)Cn3ncc4c([nH]c5ccccc54)c3=O)CC2)cc1 | i | 1 | 2 | 0 | -0.9 | -6 | 3 | 1 | -3
CCOCCCNC(=O)C1CCN(S(=O)(=O)N2CCCC2)CC1 | i | -3 | 3 | 4 | -0.5 | -1 | -1 | -4 | -17
CN(C)c1ncc(S(=O)(=O)c2ccccc2)c(-c2ccc(Cl)cc2Cl)n1 | i | -1 | -3 | -4 | 0.4 | 26 | 5 | 0 | -3
O=C(CNS(=O)(=O)c1ccccc1)N1CCN(c2ccccc2)CC1 | i | -13 | -5 | 1 | 0.9 | -2 | 6 | -4 | -4
COc1ccccc1C(=O)NCC(=O)OC(C)C(=O)N(C)C1CCCCC1 (stereo not given) | i | -2 | 2 | 0 | 1.9 | -2 | 2 | -3 | -6
Cn1c(=S)[nH]c(=O)c2ncc(=O)[nH]c21 | i | -3 | -2 | -3 | 4.2 | 1 | 8 | 8 | 2
O=C(CSc1cn(Cc2ccccc2)c2ccccc12)N1CCOCC1 | i | -13 | -7 | -2 | -1.2 | -5 | 3 | 13 | 3
COc1ccc(NS(=O)(=O)c2cccc(C(=O)N3CCN(C(=O)c4ccco4)CC3)c2)cc1 | i | -2 | 0 | 1 | -0.3 | -6 | -1 | -4 | 6
COc1cc(NS(=O)(=O)c2ccc(NC(=O)NC3CCCCC3)cc2)nc(OC)n1 | i | -10 | -2 | 0 | 1.4 | -8 | 2 | -4 | 5
CCOc1ccc(Br)cc1S(=O)(=O)Nc1ccc(C(=O)OC(C)C(=O)N(C)c2ccccc2)cc1 (stereo not given) | i | -3 | -8 | -1 | -0.5 | 54* | -1 | 3 | 2
O=C(Nc1ccon1)c1sc2cc(Cl)ccc2c1Cl | i | -2 | -1 | -11 | 0.5 | -1 | 4 | -1 | -8
COc1ccc(C(=O)CC(Sc2ccccc2N)c2ccc(OC)cc2)cc1 (stereo not given) | i | 0 | 5 | 1 | 1.0 | 27 | -2 | -7 | 29
CCC(C)(C(=O)NC1CCCCC1)N(Cc1ccco1)C(=O)c1cnccn1 (stereo not given) | i | -9 | 4 | -3 | -1.0 | -8 | 0 | -7 | 3
CS/C(=C(/C#N)S(=O)(=O)c1ccc(Cl)cc1)N1CCOCC1 | i | 3 | 3 | -2 | -0.6 | -5 | 3 | 1 | 6
CCN(CC)S(=O)(=O)c1ccc(NC(=O)CSc2cccc[n+]2[O-])cc1 | i | -2 | 6 | -2 | x | -5 | -5 | 6 | -3
Cc1cc(C)n(CCOc2ccc(Br)cc2)n1 | i | -2 | -1 | 1 | 0.1 | 3 | 6 | -1 | -4
O=C(CCSc1ccc(Cl)cc1)N1CCN(c2ncccn2)CC1 | i | -10 | 1 | 2 | -0.1 | 4 | -4 | -4 | 10
CC(C)CN(CCC(=O)O)CC(C)C | i | 1 | -5 | 2 | -1.1 | -9 | 1 | -2 | 2
CCOC(=O)c1ccc(NC2c3ncccc3C(=O)N2Cc2ccc(F)cc2)cc1 (stereo not given) | i | 0 | 3 | 0 | -1.1 | 31 | 1 | 9 | 16
CCn1c(SCC#N)nc2cc(S(=O)(=O)N3CCOCC3)ccc21 | i | -12 | 1 | 0 | -0.2 | -4 | -1 | 4 | -13
O=C(O)CNC(=O)CC1S/C(=N/N=C2/NC(=O)CS2)NC1=O (stereo not given) | i | -1 | -57 | 2 | 0.5 | -10 | 5 | -51 | -16
COc1ccc(C2CC(Cn3cc(C#N)c(=O)n(C)c3=O)ON2C)cc1 (stereo not given) | i | 9.3* | 1 | 3 | 0.4 | 0 | -5 | -2 | -4
C=Cn1cc[n+](CC(=O)c2cccs2)c1 | i | -2 | -1 | 4 | -0.8 | -4 | -2 | 2 | -10
Cc1ccc(C(=O)NC(=S)NCc2cccnc2)cc1 | i | -1 | 7 | -4 | -1.5 | 0 | -1 | -4 | 17
COc1ccccc1NC1=Nc2cccc3cccc1c23 | i | -1 | -3 | 2 | 3.2 | -4 | 5 | -6 | -12
N/C(=N\OC(=O)CCCOc1ccccc1)c1ccccc1 | i | -2 | 3 | 3 | -0.9 | 0 | -1 | -5 | 2
CC(=O)c1n[nH]nc1Nc1nc(C)cc(C)n1 | i | -2 | 5 | -1 | 0.2 | -6 | -2 | -7 | -2
CC12CCC(C(=O)N(NC(=O)c3ccc(O)cc3)C1=O)C2(C)C (stereo not given) | i | -12 | 3 | 7 | -0.4 | -9 | 2 | -2 | 1
O=C(Cc1ccccc1)Nc1ccccc1C(=O)Nc1ccccc1 | i | 2 | 3 | 0 | 1.0 | -9 | 0 | -7 | -3
CCCc1noc2c1/C(=N\O)CC(CC(C)SCC)C2 (stereo not given) | i | -4 | 8 | -3 | -0.8 | -1 | 2 | -2 | 1
COC(=O)NCC(c1ccco1)N1CCN(c2ccc(OC)cc2)CC1 (stereo not given) | i | 3 | -2 | -2 | 1.0 | -5 | -1 | -4 | -9
CNc1ccc2c3c(cccc13)C(=O)N(C)C2=O | i | 0 | -79 | -118 | -0.2 | -161 | -74 | + | i
CCc1ccccc1N1CCN(S(=O)(=O)c2cc(OC)ccc2OC)CC1 | i | -3 | 1 | 3 | 0.6 | 38 | 8 | 0 | -7
Cc1ccc(CNC(=O)c2ccc(OCC3CCCO3)cc2)cc1 (stereo not given) | i | -3 | 7 | -1 | -0.4 | -11 | -13 | 2 | 2

Pulled by structure from above (two):
SMILES | Rpn11 inh | MsrA act | MT1-MMP act inh | Rin1-Abl PPI inh | MsrA inh | FAS-TE inh | CSN inh | E coli Lon inh | PABP1 MLLE inh
O=C(Cc1ccccc1)Nc1ccccc1C(=O)Nc1ccccc1 | i | 2 | 3 | 0 | 1.0 | -9 | 0 | -7 | -3
CCc1ccccc1N1CCN(S(=O)(=O)c2cc(OC)ccc2OC)CC1 | i | -3 | 1 | 3 | 0.6 | 38 | 8 | 0 | -7

New compounds follow
SMILES | Rpn11 inh | MsrA act | MT1-MMP act inh | Rin1-Abl PPI inh | MsrA inh | FAS-TE inh | CSN inh | E coli Lon inh | PABP1 MLLE inh
CCOc1ccc(NC(=O)NCCCN2CCCC2)cc1 | i | -2 | 6 | 1 | 1.7 | -8 | 2 | 0 | -5
CCOC(=O)c1ccc(NC(=O)c2cccnc2)cc1 | i | -3 | 4 | 0 | -1.4 | -4 | 0 | -10 | -11
Cc1cnc(C(=O)OCC(=O)Nc2ccc(Cl)cc2)cn1 | i | 0 | 8 | -1 | 1.0 | -7 | 3 | -8 | -7
C=CCNC(=O)/C(C#N)=C/c1ccccc1Cl | i | -2 | -2 | -1 | 0.5 | 21 | -10 | -5 | 28
C/C(=N\Nc1ccc(Cl)c(C(=O)O)c1)c1cccc([N+](=O)[O-])c1 | i | -4 | -1 | 0 | 1.6 | 0 | 0 | 0 | 20
Cc1cccc(C)c1NC(=O)Cn1nnc(C(=O)Nc2ccc(F)cc2F)c1N | i | -2 | 0 | 2 | -0.4 | -1 | -2 | -2 | -10
Cn1c(SCC(=O)Nc2ccccc2C(F)(F)F)nc2c(c1=O)SCC2 | i | -4 | -3 | 2 | 0.8 | -5 | 3 | -6 | 2
Cc1ccc(S(=O)(=O)N2CCOCC2)cc1NC(=O)COC(=O)c1cnccn1 | i | 2 | -1 | -1 | 0.4 | -4 | 4 | -21 | -5

Bioassay records (PubChem BioAssay)

Compounds as they come. Share with any hit: about 3.7%.
